Epigenetic derep: derepresses silenced GFP reporter in murine cells | murine LDR cells, GFP reporter derepression, 30 h | hit rate 0.2% among 280,000 | Potency, µM (titrated, usually from 53.9 µM), for inactives: top-dose GFP activation, most hits filed as activators; active = well fitted activation curve with a large enough effect; inconclusive = small, poorly fitted or top-dose-only effect; note: % of control where 0% means no effect; nearly all actives have a fitted effect of over 60% in size
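In this reporter-derepression format, murine cells bearing a silenced integrated CMV-GFP locus incubate with test compound (30 h, 37 C), then are washed and imaged; fluorescent objects of 20–120 um count as induced cells.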
The depositor's hits bear a star; ? = inconclusive. Potency is the fitted concentration of half-maximal effect. These rows are one share of the data; rates above refer to the full screens.

The opening 15 entries as a preview:
SMILES	Epigenetic derep
CCc1ccccc1NC(=O)CSc1nncn2c1cc1oc(C)cc12	4.2%
CC1CCCCN1CCCNC(=O)Cn1ncc2c3ccccc3n(Cc3ccccc3)c2c1=O (stereo not given)	-0.3%
CCOC(=O)N1CCC(NC(=O)c2ccc3c(c2)N(Cc2ccc(Cl)cc2)C(=O)c2ccccc2S3=O)CC1 (stereo not given)	-0.3%
O=c1c(-c2ccc(Cl)cc2)c(C(F)(F)F)oc2c(CN3CCCCC3)c(O)ccc12	0.0%
Cc1ccccc1C(=O)Nc1ccc(S(=O)(=O)N2CCC(c3nc4ccccc4s3)CC2)cc1	-4.2%
COc1ccc(CN(C)S(=O)(=O)c2nnc(NC(=O)C(C)C)s2)cc1OC	0.0%
CCc1ccc(C(=O)c2cn(CC(=O)Nc3ccc4c(c3)OCCO4)c3ccc(C)cc3c2=O)cc1	10.3%
Cc1cccc(Cn2nnc3c(=O)[nH]c(C4CCN(C(=O)c5ccccc5F)CC4)nc32)c1	-1.9%
CCN(CC)c1nc2c(S(=O)(=O)c3cccc(Cl)c3)nnn2c2ccsc12	9.9%
CC(=O)N1c2ccc(S(=O)(=O)NCC3CCC(C(=O)NC(C)(C)C)CC3)cc2CC1C (stereo not given)	1.4%
CCc1nn(CCCC(=O)NC(C)c2ccccc2)c(=O)c2cc3occc3n12 (stereo not given)	-0.5%
COc1ccccc1Nc1nc(N)nc(N)c1S(=O)(=O)c1ccccc1	-1.1%
COc1cc(OC)c(NC(=O)C(NS(=O)(=O)c2cccc3nsnc23)c2ccccc2)cc1Cl (stereo not given)	-1.7%
O=C(NCCc1ccc(Cl)cc1)c1ccc(Cn2c(=O)c3cccn3c3cccnc32)cc1	4.0%
Cc1ccc(C)c(Cn2cnc3ccccc3c2=O)c1	-0.9%

Main list (from the top)
SMILES	Epigenetic derep
CCc1ccccc1NC(=O)CSc1nncn2c1cc1oc(C)cc12	4.2%
CC1CCCCN1CCCNC(=O)Cn1ncc2c3ccccc3n(Cc3ccccc3)c2c1=O (stereo not given)	-0.3%
CCOC(=O)N1CCC(NC(=O)c2ccc3c(c2)N(Cc2ccc(Cl)cc2)C(=O)c2ccccc2S3=O)CC1 (stereo not given)	-0.3%
O=c1c(-c2ccc(Cl)cc2)c(C(F)(F)F)oc2c(CN3CCCCC3)c(O)ccc12	0.0%
Cc1ccccc1C(=O)Nc1ccc(S(=O)(=O)N2CCC(c3nc4ccccc4s3)CC2)cc1	-4.2%
COc1ccc(CN(C)S(=O)(=O)c2nnc(NC(=O)C(C)C)s2)cc1OC	0.0%
CCc1ccc(C(=O)c2cn(CC(=O)Nc3ccc4c(c3)OCCO4)c3ccc(C)cc3c2=O)cc1	10.3%
Cc1cccc(Cn2nnc3c(=O)[nH]c(C4CCN(C(=O)c5ccccc5F)CC4)nc32)c1	-1.9%
CCN(CC)c1nc2c(S(=O)(=O)c3cccc(Cl)c3)nnn2c2ccsc12	9.9%
CC(=O)N1c2ccc(S(=O)(=O)NCC3CCC(C(=O)NC(C)(C)C)CC3)cc2CC1C (stereo not given)	1.4%
CCc1nn(CCCC(=O)NC(C)c2ccccc2)c(=O)c2cc3occc3n12 (stereo not given)	-0.5%
COc1ccccc1Nc1nc(N)nc(N)c1S(=O)(=O)c1ccccc1	-1.1%
COc1cc(OC)c(NC(=O)C(NS(=O)(=O)c2cccc3nsnc23)c2ccccc2)cc1Cl (stereo not given)	-1.7%
O=C(NCCc1ccc(Cl)cc1)c1ccc(Cn2c(=O)c3cccn3c3cccnc32)cc1	4.0%
Cc1ccc(C)c(Cn2cnc3ccccc3c2=O)c1	-0.9%
CCN(CC)CCCNC(=O)CSc1nc2nc(C)c(Cc3c(F)cccc3Cl)c(C)n2n1	8.9%
COc1ccccc1CNc1ccc(-c2nc(-c3ccccc3C)no2)cc1[N+](=O)[O-]	-0.2%
Cc1cc(C)c(OCC(=O)Nc2cccc(-c3nc4ncccc4o3)c2)c(Br)c1	-2.8%
COc1cc(Nc2nc3c(S(=O)(=O)c4cccc(Cl)c4)nnn3c3ccsc23)cc(OC)c1	-3.3%
COc1ccc(NC(=O)Cn2c(=O)n(CCCC(=O)NCc3ccccc3Cl)c(=O)c3ccccc32)c(OC)c1	10.6%
COc1ccc2c(c1)c1c(c(=O)n(Cc3ccccc3)c(=O)n1CC(=O)Nc1ccc(C)cc1C)n2C	-0.5%
COc1ccc(-n2c(CCC(=O)O)ccc2-c2ccccc2)c(OC)c1	1.6%
CC(=O)c1cccc(NC(=O)Nc2nnc(N3CCCC3)s2)c1	-3.5%
CCOc1ccc(CNC(=O)C2CCCN(c3nc4c(C)cc(C)cc4s3)C2)cc1 (stereo not given)	2.7%
O=C(Nc1ccc(Br)cc1)c1cc(-c2cccs2)nc2ccccc12	7.7%

(listing goes on)
SMILES	Epigenetic derep
CCn1c2ccccc2c2cc(NC(=O)COc3cc(C)ccc3C)ccc21	-0.8%
CNC(=O)c1cnc2sc(N3CCC(C)CC3)nn2c1=O	-2.6%
COc1ccc2c(c1)-c1nc(NC(=O)c3cc(Cl)ccc3OC)sc1CC2	-1.0%
Nc1nn(-c2ccccc2)nc1C(=O)OCc1ccc(Cl)cc1	-1.1%
CCc1ccccc1NC(c1nnc(-c2cccc(F)c2)o1)c1ccc(F)cc1Cl (stereo not given)	0.1%
CC(C)Sc1ncc(Cl)c(C(=O)N(Cc2ccc(N(C)C)cc2)C2CCS(=O)(=O)C2)n1 (stereo not given)	-0.6%
CCCOc1ccc(C(=O)Nc2ccc(-c3cc4ccccc4oc3=O)c(C)c2)cc1	-1.6%
O=C(Nc1cccc(-c2nc3ccccc3[nH]2)c1)c1ccccc1F	0.0%
Cc1cc(C)c2nc(N3CCCC(C(=O)NCc4cccc(Br)c4)C3)sc2c1 (stereo not given)	1.4%
COc1cc(OC)cc(C(=O)N2CCN(C(=O)COc3ccc(C)cc3)CC2)c1	-2.8%
CC(=O)N1CCc2c(sc3c2c(=O)n(Cc2ccccc2)c(=O)n3Cc2cc(C)ccc2C)C1	1.4%
Cc1ccc(N(Cc2cc3ccccc3[nH]c2=O)C(=O)c2cccc(Cl)c2)cc1	1.9%
Cc1cccc(CNC(=O)c2ccc3c(c2)N(C)CCS3)c1	1.4%
CCc1ccc(OCc2cc(=O)n3cc(C)sc3n2)cc1	-3.1%
COc1ccccc1OCCn1c(-c2ccc(Br)cc2)nc2ccccc2c1=O	1.7%
COc1ccc(S(=O)(=O)NCc2nc3nc(C)cc(C)n3n2)cc1	-5.1%
CC(=O)Nc1ccc(C)cc1-c1nc2ccccc2n(CC(=O)c2ccc(C)c(C)c2)c1=O	-2.7%
CCOC(=O)N1CCN(C(=O)c2cnn(-c3cccc(F)c3)c2-n2cccc2)CC1	-3.4%
Cc1ccc(NC(=O)CCNS(=O)(=O)c2cccs2)cc1F	-0.7%
COc1c(Cl)cc(Cl)cc1/C=C(\C#N)c1nc(-c2ccc(Cl)cc2)cs1	?
CCc1ccc(NC(=O)Cn2c(=O)n(-c3ccc(OC)cc3)c(=O)c3ccc(C(=O)NCc4ccc(C)cc4)cc32)cc1	4.9%
CCOC(=O)C1CCN(CC(=O)N2CCCc3c2c(=O)oc2ccc(OCc4ccccc4)cc32)CC1	0.0%
CCOc1ccccc1NC(=O)CN(C)S(=O)(=O)c1ccc2nc(C)sc2c1	-1.2%
COC(=O)c1ccc(NC(=O)CC2C(=O)N(c3cccc(OC)c3)C(=O)N2Cc2cccc(OC)c2)cc1 (stereo not given)	0.2%
CCOC(=O)C1CCCN(C(=O)c2[nH]c3ccccc3c2Sc2ccc(Cl)cc2)C1 (stereo not given)	2.6%

Carrying on.
SMILES	Epigenetic derep
Cc1ccc(N2C(=O)C(CC(=O)Nc3ccc(F)cc3)N(CCC3=CCCCC3)C2=O)cc1 (stereo not given)	-3.3%
O=C(NCCc1ccc(Cl)cc1)c1ccc2c(c1)N(Cc1ccccc1F)C(=O)c1ccccc1S2(=O)=O	-1.1%
O=C(NCc1nc2ccccc2[nH]1)c1c(F)cccc1F	4.3%
CC1=C(C(=O)Nc2ccccc2)C(c2ccccn2)n2nc(SCc3ccccc3)nc2N1 (stereo not given)	7.5%
CCCCCSc1nc2sc3c(c2c(=O)n1-c1ccccc1)CCN(C(C)=O)C3	4.4%
Cc1nn(CC(=O)NCc2ccc(F)cc2)c2ccccc12	-3.7%
CCc1cccc(C)c1NC(=O)CN1C(=O)c2c(c3ccccc3n2C)C1c1ccc(OC)cc1 (stereo not given)	-1.5%
CCc1nn(CCCC(=O)NCc2ccccc2OC)c(=O)c2cc3occc3n12	-1.3%
O=C(Nc1ccc(F)cc1)C1CCN(c2nc3ccccc3nc2C(F)(F)F)CC1	-0.1%
COc1cccc(C(=O)NCc2cn3ccccc3n2)c1	-3.7%
FC(F)(F)Oc1ccc2c(c1)NC(c1ccncc1)=NC(c1cccs1)=N2	-2.5%
COc1ccc(NC(=O)c2ccc3snnc3c2)cc1OC	-2.9%
O=C(CSc1oc(-c2ccccc2)nc1S(=O)(=O)c1ccc(Cl)cc1)c1ccccc1	-2.4%
CCOC(=O)C1CCCN(C(=O)Cn2ncc3c(C)n(Cc4ccc(Cl)cc4)c(C)c3c2=O)C1 (stereo not given)	4.2%
O=C1Nc2c(c(=O)[nH]c(=O)n2-c2ccc(Cl)cc2)C1(NS(=O)(=O)c1ccccc1)C(F)(F)F (stereo not given)	3.0%
COc1ccc(CCn2c3c(c(=O)[nH]c2=O)C(NC(=O)c2ccccc2F)(C(F)(F)F)C(=O)N3)cc1OC (stereo not given)	-0.1%
O=C(O)Cc1sc(Nc2ccccc2Cl)nc1-c1ccccc1	-0.2%
CCN(C(=O)c1cn(C)c(=O)c2ccccc12)c1cccc(C)c1	3.5%
O=C(CN1C(=O)COc2ccc(S(=O)(=O)N3CCCCCC3)cc21)N1CCN(c2ccc(F)cc2)CC1	-1.4%
Cc1nn(-c2ccc(F)cc2)c(-n2cccc2)c1C(=O)N1CCN(c2ccc(F)cc2)CC1	-1.6%
CN(c1nnc(NC(=O)Nc2ccccc2C(F)(F)F)s1)C1CCCCC1	-4.5%
COc1ccc(C(=O)N2CC(=O)Nc3ccc(Br)cc3C2c2ccc(F)cc2)cc1OC (stereo not given)	3.7%
Cc1[nH]c2ccc(C(=O)NCCCN3CCCCC3)cc2c1C	-3.9%
COC(=O)c1ccccc1NC(=O)c1cc2ccccn2n1	-2.7%
COc1ccc(NC(=O)Cn2c(=O)n(-c3ccc(C)cc3)c(=O)c3c2c2cc(C)ccc2n3C)cc1	7.6%

Remaining list, next part.
SMILES	Epigenetic derep
Cc1ccc(C)c(S(=O)(=O)c2cnc(SCC(=O)Nc3ccc(F)cc3F)[nH]c2=O)c1	0.8%
COc1ccc(-c2nc(SCCOc3ccccc3Cl)n3[nH]c(=O)cc3n2)cc1	4.4%
COc1ccc(NC(=O)Cn2c(=O)n(Cc3nc(C)no3)c(=O)c3cc4c(cc32)OCO4)cc1OC	-0.9%
COc1ccc(CNC(=O)c2ccc(-c3nc(CSc4ccc(C)cc4)c(C)o3)cc2)c(OC)c1	2.4%
Cc1ccc(-n2c(=O)c3ccc(C(=O)NCc4ccccc4Cl)cc3n(CC(N)=O)c2=O)cc1	6.4%
Cc1ccc(C)c(Cn2c3ccccc3c3cnn(CC(=O)NC(C)CCc4ccccc4)c(=O)c32)c1 (stereo not given)	-1.7%
COCCNC(=O)C1=CC(c2ccc3c(c2)OCO3)=NS(=O)(=O)N1C	2.4%
O=C(COC(=O)c1cc(-c2cccs2)nc2ccccc12)c1ccc(Cl)cc1	-1.8%
COc1ccc(-c2nc3ccccc3o2)cc1NC(=O)c1cc(Br)ccc1OC	-1.6%
Cc1ccc(NC(c2cccc(Cl)c2)c2nnc(-c3ccccc3)o2)cc1F (stereo not given)	0.9%
CCN1CCN(c2cc(C)c3cc(NC(=O)/C=C/c4ccc(C)cc4)ccc3n2)CC1	?
Cc1ccc(-c2nc(CS(=O)(=O)CC(=O)Nc3cc(C)ccc3C)c(C)o2)cc1	-1.1%
Cc1cc(C)c2c(c1)NC(=O)C2(O)c1c[nH]c2ccccc12 (stereo not given)	-1.1%
CCOC(=O)c1cnc2c(C)cc(C)cc2c1Nc1cccc(C(=O)O)c1	0.0%
CC(C)Oc1ccc(CNC(=O)c2cnc3sc(N4CCCCC4)nn3c2=O)cc1	2.1%
Cc1nn(CC(=O)N2CCN(c3cccc(Cl)c3)CC2)c(=O)c2c1sc1ccccc12	-3.4%
CCOC(=O)CN1C(=O)C(O)(CC(=O)c2cc(OC)ccc2OC)c2ccccc21 (stereo not given)	2.2%
CCn1cc(C(=O)NCCCOC)c(=O)c2cc(S(=O)(=O)N3CCCC3)ccc21	2.4%
CCOC(=O)C1CCCN(C(=O)c2nn(-c3ccc(C)cc3)c(=O)c3c2c2ccccc2n3C)C1 (stereo not given)	2.3%
CCCc1nnc(NC(=O)c2cc(=O)c3ccccc3o2)s1	8.2%
COc1ccc(/C=C(\C#N)c2nc(-c3cc(Cl)ccc3OC)cs2)cc1	9.5%
COc1ccc(C(=O)N2CC(=O)Nc3ccc(C)cc3C2c2ccc(F)cc2)c(OC)c1 (stereo not given)	0.7%
COc1ccc(CNC(=O)Cn2ncc3c(=O)oc4ccc(C)cc4c32)c(OC)c1	-3.0%
COc1ccccc1N1CCN(S(=O)(=O)c2c(C)sc3ncn(CC(=O)Nc4ccc(C(F)(F)F)cc4)c(=O)c23)CC1	-1.0%
Cc1nc2ccc(S(=O)(=O)NCC(=O)Nc3ccc(F)cc3F)cc2s1	-3.5%

Next compounds
SMILES	Epigenetic derep
CN(Cc1ccccc1)C(=O)c1cn(C)c2ccc(S(=O)(=O)N3CCCCC3)cc2c1=O	1.7%
COCC(C)NC(=O)c1cc2c(=O)n3cccc(C)c3nc2s1 (stereo not given)	-0.9%
COc1ccc(/C=C/c2nc(C#N)c(N3CCN(c4ccccc4)CC3)o2)cc1OC	1.4%
CCN(C(=O)c1nn(-c2ccc(OC)c(Cl)c2)c(=O)c2c1c1ccccc1n2C)c1cccc(C(F)(F)F)c1	1.0%
O=C(Cn1nnc(-c2ccc(Cl)cc2)n1)NCc1ccc(F)cc1	0.0%
Cc1ccccc1CNC(=O)c1ccc2c(c1)c(C)c(C)n2C	-2.6%
CSc1ccc(CCNC(=O)CCc2c(C)nc3c(-c4ccccc4)c(C)nn3c2C)cc1	0.8%

Screening data: PubChem BioAssay, National Center for Advancing Translational Sciences (NCATS)
